Wnt bcat act: activators of Wnt/beta-catenin signaling | Wnt/beta-catenin reporter cell assay, activator, plate reader | AID 743398 | activation, % at 9.35 µM | actives 1.2% (n = 300,000); in the data active = activation above about 30%, passing the limit was not always enough;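 also: 0% = neutral control wells and 100% = positive control wells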
Active calls of the source: *. Only part of the results is shown; count on the stated rates, not on these rows.

compound	Wnt bcat act
Cc1cc(C)c(C#N)c(OCC2CCCO2)n1 (centres undefined)	1
c1ccc(Sc2ccccn2)cc1	3
Cc1cscc1-c1cc2nc(NCCCN(C)C)n(C)c(=O)c2s1	-6
COC(=O)CC1CC2(C(=O)OC)c3[nH]c4ccccc4c3CCN2C1=O (centres undefined)	-3
O=c1[nH]c2cccnc2n1-c1cccc([N+](=O)[O-])c1	0
Cc1ccccc1OCCOC(=O)c1cc(S(=O)(=O)N2CCOCC2)ccc1C	20
O=C(Oc1cc(=O)oc2c1c(=O)n1c3c(cccc23)CC1)c1ccc(F)cc1	2
CN(c1ccc(NC(=O)Cc2c[nH]c3ccccc23)cc1)c1ccccn1	-2
CN(CCO)C(=O)c1nc[nH]c1C(=O)N(C)Cc1ccccc1	-1
Cc1ccccc1CN(C)C[C@@H]1OCc2cnnn2CCCC(=O)N([C@@H](C)CO)C[C@H]1C	1
Nc1ccn([C@@H]2O[C@H](C(=O)N[C@H](CO)Cc3ccccc3)[C@@H](O)[C@H]2O)c(=O)n1	0
COc1ccccc1S(=O)(=O)N(C)C[C@@H]1Oc2cc(C#CCC(C)C)ccc2S(=O)(=O)N([C@H](C)CO)C[C@@H]1C	-3

(continued)
compound	Wnt bcat act
COc1ccc(CN2C(=O)C(CC(=O)NCc3cccc4ccccc34)CC(C(=O)N(C(C)C)C(C)C)=C2C)cc1 (centres undefined)	-1
Cc1ccc2c(=O)n3c(nc2c1)C(Cc1ccc(O)cc1)NC(=O)c1cccnc1-3 (centres undefined)	-2
CCOC(=O)C1=CCN(S(=O)(=O)c2ccccc2Br)C1c1ccc(C)cc1 (centres undefined)	-1
O=C(NCc1ccccc1C(F)(F)F)c1cccc2c1C(=O)c1ccc(N3CCC(N4CCCCC4)CC3)cc1S2(=O)=O	-2
CN1OC[C@@H]2CN(C(=O)C(C)(C)C)[C@H](c3cccc(Oc4ccccc4)c3)C[C@@H]21	-2
CCCCC1CC2=C(C(=O)OC(C)(C)O2)C(c2ccc(F)cc2)O1 (centres undefined)	-2
CCOC(=O)C=Cc1ccc(C(=O)OCC)[nH]1	-5
O=C1NC[C@@H](CCCCN2C[C@H](Cc3ccc(O)cc3)N(CCc3ccc(O)cc3)C(=O)C2=O)N(Cc2ccccc2)C1=O	1
O=[N+]([O-])c1cc2c(cc1Br)-c1ccccc1C2	-3
C=C1C(=O)[C@]23C[C@H]1CCC2[C@@]1(C)C(C[C@@H]3O)[C@](C)(C(=O)OC)CC[C@@H]1O (some centres undefined)	-3
Cc1noc(C)c1NC(=O)N(C)C[C@@H]1Oc2ncc(Br)cc2C(=O)N([C@@H](C)CO)C[C@@H]1C	-1
CN(Cc1cccc(F)c1)C(=O)C1CC(=O)N(Cc2ccco2)C1 (centres undefined)	-2

(listing goes on)
compound	Wnt bcat act
CN(c1ccccc1)S(=O)(=O)c1ccc(C(=O)N2CCN(c3ccccc3)CC2)cc1	-1
CCCNC(=O)C1(C)CCN(C(=O)c2ccc3sccc3c2)C1 (centres undefined)	-1
COc1ccc(CN2CCCCCC2)cc1OC	1
Cc1cccn2c(=O)c(C=O)c(NCc3ccccc3)nc12	-1
CN(Cc1ccccc1)C(=O)c1ccc(NC(=O)Cc2ccc(NC(=O)C3CCN(C(=O)C4CC4)CC3)cc2)cc1	0
Cc1ccc(OCCNC(=O)[C@@H](Cc2ccccc2)NC(=O)[C@H]2O[C@@H](n3ccc(=O)[nH]c3=O)[C@H](O)[C@@H]2O)cc1C	-3
Cc1ccc(CNC(=O)CC2Nc3c4ccccc4nc(=S)n3C2=O)cc1 (centres undefined)	-1
COc1ccc(S(=O)(=O)NC(=O)C2(C)CCN2C(=O)Cc2cc(C)cc(C)c2)cc1 (centres undefined)	-1
COCC(=O)Nc1ccc(S(=O)(=O)Nc2onc(C)c2C)cc1	-25
CCN1C(=O)[C@H]2[C@@H](c3ccc(C)cc3)N[C@]3(CCCN(Cc4ccco4)C3=O)[C@H]2C1=O	-1
Cc1ccc(S(=O)(=O)/C=C2\OCc3ccccc32)cc1	-1
O=C(O)c1cscc1-c1cccc2ccccc12	-5

(continued)
compound	Wnt bcat act
N#CCC1(O)C(=O)Nc2ccccc21 (centres undefined)	-2
C[C@H](CO)N1C[C@H](C)[C@@H](CN(C)C(=O)c2cnccn2)Oc2cc(C#CCC3CCCC3)ccc2S1(=O)=O	10
C#CCNC(=O)C[C@@H]1C[C@@]2(C(=O)OCC)CCCC=C2N(Cc2ccco2)C1=O	-2
CCOC(=O)C1(Cc2ccccc2C)CCCN(C(=O)c2ccc(C(C)=O)s2)C1 (centres undefined)	-4
COC(=O)[C@@H](Cc1ccccc1)NC(=O)[C@H]1O[C@@H](n2cnc3c(N)ncnc32)[C@H](O)[C@@H]1O	-1
CCCCNc1cccc2c1S(=O)(=O)N[C@@H](Cc1ccccc1)CO2	-2
CCNC(=O)C1(C)CCCN(Cc2cccc3ccccc23)C1 (centres undefined)	-3
c1csc(CNc2nc(NCC3CCCCC3)c3sccc3n2)c1	-9
O=S(=O)(Nc1cccc(F)c1)c1ccc(S(=O)(=O)N2CCOCC2)cc1	-2
CC(C)C(N)c1csc(Nc2ccccn2)n1 (centres undefined)	-2
CCOC1=C2[C@@H](CN(S(=O)(=O)c3ccc(C)cc3)[C@H]2c2ccccc2F)[C@H]2C(=O)N(C3CCCCC3)C(=O)[C@H]2C1	-3
CC1=C(C(=O)N(C)C)CC(CC(=O)NCCN2CCOCC2)C(=O)N1Cc1ccc(C(C)(C)C)cc1 (centres undefined)	-1

(cont.)
compound	Wnt bcat act
CCCCn1nnnc1C(c1cc2ccccc2o1)N1CCN(c2ncccc2C#N)CC1 (centres undefined)	0
CCN(CC)C(=O)C1=C(C)N(Cc2ccc(OC)cc2)C(=O)C(CC(=O)NCCN2CCOCC2)C1 (centres undefined)	-3
OC(c1ccc(-c2ccccc2)cc1)c1ncc(-c2cccc(F)c2)[nH]1 (centres undefined)	-1
CCOC(=O)C1=CC[C@@H](c2ccccc2)N(S(=O)(=O)c2ccc(C)cc2)[C@@H]1C#N	-2
Fc1cc(Cl)ccc1Nc1nc(NCc2ccccc2)nc2ccsc12	-1
CC(C)c1ccc(NC(=O)CSc2n[nH]c(=O)n2-c2ccc3c(c2)OCCO3)cc1	0
O=c1[nH]c(-c2ccccc2)cn1C1CCN(Cc2ccc(-c3nc4ccccc4nc3-c3ccccc3)cc2)CC1	-1
O=C(Nc1cccc(C(=O)N2CCOCC2)c1)C1CCCCC1	-2
Cc1ccc(NC(=O)NCc2ccco2)cc1[N+](=O)[O-]	6
COc1ccc2sc(-c3ccccc3OC)c(-c3ccc(SC)cc3)c2c1	-7
COc1ccc(S(=O)(=O)NC(=O)C2(C)CCN2C(=O)CCC2CCCC2)cc1OC (centres undefined)	0
OC(c1ccc(F)c(F)c1)c1nc(-c2ccncc2)cs1 (centres undefined)	-1

The results go on:
compound	Wnt bcat act
OC(c1ccc(F)c(F)c1)c1nc(-c2cccc(F)c2)cs1 (centres undefined)	-2
CSc1nc(SCC(=O)NCC2CCCO2)c2c3c(sc2n1)CN(C)CC3 (centres undefined)	-5
CCN(CC)C(=O)CSC(Nc1cccc(F)c1)=C(C#N)C#N	2
COc1ccccc1NC(=O)C(CC(=O)O)Cc1cc(C)cc(C)c1 (centres undefined)	-2
CCNC(=O)C1CCCN(C(=O)c2ccc(C(F)(F)F)cc2)CC1 (centres undefined)	-4
Cc1ccc2nc(C3CCCCC3)c(Cc3cccc(Cl)c3)n2c1	-1
O=C(Nc1ccccc1Cl)c1cc(C2CCCN(C(=O)CCc3ccccc3)C2)on1 (centres undefined)	-2
CC1(C)CC(=O)C=C(c2ccccc2-c2ccc(S(C)(=O)=O)cc2)C1=O	-2
CC1=NN(c2nc(-c3ccc(C#N)cc3)cs2)C(=O)C1	-1
Cc1ccc(Cc2c(C3CCCCC3)nc3ccc(C)cn23)cc1	1
CCCCCNC(=O)C(C1CC1)n1c(=O)c(-c2cc3ccccc3[nH]2)nc2ccccc21 (centres undefined)	-10
Cc1ccc(NS(=O)(=O)c2ccc(C)c(NC(=O)c3ccc(S(=O)(=O)N4CCCCCC4)cc3)c2)c(C)c1	0

A second format for some results above:
Wnt bcat act	SMILES
-2	OC(c1ccc(F)c(F)c1)c1nc(-c2cccc(F)c2)cs1 (centres undefined)
-5	CSc1nc(SCC(=O)NCC2CCCO2)c2c3c(sc2n1)CN(C)CC3 (centres undefined)

Continuation:
compound	Wnt bcat act
Cc1ccccc1-c1nc(NCCN(C)C)nc2ccsc12	-1
CC(C)C[C@@H]1COc2cc(N3CCC[C@@H]3CO)ccc2S(=O)(=O)N1	-2
COc1cccc(C(CC2=CCCCC2)NC(=O)C(F)(F)F)c1 (centres undefined)	-4
CCOC(=O)[C@]12CCC=C1N(Cc1ccco1)C(=O)[C@H](CC(=O)NCCCOC)C2	-2
CC1(C(=O)NS(=O)(=O)c2cccc(F)c2)CCN1C(=O)Cc1ccccc1Cl (centres undefined)	-3
CCc1nc2ccc(C(=O)Nc3ccc(Cl)c(Cl)c3)cn2c1N(C)Cc1ccc(OC)cc1	-3
COCCCn1cc(CN2CC(N3CCCCC3)CS2(=O)=O)nn1 (centres undefined)	0
CN(CCO)C(=O)c1nc[nH]c1C(=O)N1CCN(c2ccccc2)CC1	-4
CNc1cncc(-c2ccc(OCCCN(C)C)nc2)n1	-1
CC1C(=O)N(Cc2cn(CCC3OCCCO3)nn2)CCS(=O)(=O)N1Cc1ccc(-c2ccc(Cl)cc2)cc1 (centres undefined)	-2
C[C@@H]1CN([C@H](C)CO)S(=O)(=O)c2ccc(Br)cc2O[C@@H]1CN(C)C(=O)CN1CCOCC1	-2
CC(C)c1ccc(C(=O)N2CCCCC2c2cc(C(=O)NCc3cccnc3)no2)cc1 (centres undefined)	-1

Ordered by number of heavy atoms (ascending): some entries from above
compound	Wnt bcat act
O=C(O)c1cscc1-c1cccc2ccccc12	-5
OC(c1ccc(F)c(F)c1)c1nc(-c2ccncc2)cs1 (centres undefined)	-1
CCCCNc1cccc2c1S(=O)(=O)N[C@@H](Cc1ccccc1)CO2	-2
COc1ccc2sc(-c3ccccc3OC)c(-c3ccc(SC)cc3)c2c1	-7
Nc1ccn([C@@H]2O[C@H](C(=O)N[C@H](CO)Cc3ccccc3)[C@@H](O)[C@H]2O)c(=O)n1	0
CCOC(=O)[C@]12CCC=C1N(Cc1ccco1)C(=O)[C@H](CC(=O)NCCCOC)C2	-2
COC(=O)[C@@H](Cc1ccccc1)NC(=O)[C@H]1O[C@@H](n2cnc3c(N)ncnc32)[C@H](O)[C@@H]1O	-1

Next results.
compound	Wnt bcat act
CCc1nc2ccc(C(=O)Nc3cccc(OCC(=O)N(C)C)c3)cn2c1N(CCC(C)C)CCN(C)C	-3
O=C(NCc1ccccc1)C(c1ccccc1)n1c(=O)c(-c2cc3ccccc3[nH]2)nc2ccccc21 (centres undefined)	-3
Cc1ccc([C@H]2C[C@@H](n3cc(-c4ccc(F)cc4)nn3)[C@H](O)CN2C(=O)C2CCCCC2)cc1	-1
CCOC(=O)C1(C)CCCN1C(=O)c1cncc(Br)c1 (centres undefined)	-2
Cc1cc(Br)c2nc(-c3ccc(F)cc3)c(Cc3cccc(Cl)c3)n2c1	0
CCc1nc2ccc(C(=O)NCCOc3ccc(OC)cc3)cn2c1N(C)Cc1ccc(OC)cc1	-2
CCOc1ccc(/C=N/Nc2cc(N3CCOCC3)ncn2)c(O)c1	1
COC(=O)C1CCN(C2CN(Cc3ccccc3)S(=O)(=O)C2)CC1 (centres undefined)	-1
CCCCCCCCN1C(=O)[C@H](CC(=O)N2CCN(C(=O)c3ccco3)CC2)C[C@@]2(C(=O)OC)CCCCC=C12	-2
CCc1nc2c(OCc3ccc(C(=O)OC)cc3)cccn2c1N(C)C(=O)c1ccc(OC)cc1	-1
CC(C)NC(=O)C1(C)CCN1C(=O)c1ccccc1Oc1ccccc1 (centres undefined)	6
CC(=O)O[C@H]1C=C[C@@H](NC(=O)OC(C)(C)C)C1	0

(further entries)
compound	Wnt bcat act
COc1ccc(OC)c(NS(=O)(=O)c2ccc3[nH]c(=O)[nH]c3c2)c1	0
O=C(O)Cc1csc(NC(=O)CSc2cccc(C(=O)O)n2)n1	2
CCOC(=O)Cc1ccc(Nc2nc(NCc3cccs3)nc3ccsc23)cc1	-9
CCNC(=O)C1(C)CCCN1Cc1cccc(C(F)(F)F)c1 (centres undefined)	-1
Cc1ccc(C(=O)Nc2ccncc2)cc1S(=O)(=O)N1CCCCC1	-6
CCc1cc(-c2nnn(CCC3COCCO3)c2CC)ccc1-c1cn(Cc2ccccc2)nn1 (centres undefined)	-2
c1ccc(-c2cc(-c3cc(-c4ccccc4)on3)no2)cc1	-3
COc1ccc2c(c1)nc(-c1cccc(Br)c1)c(=O)n2C(c1ccccn1)c1nc2ccccc2[nH]1 (centres undefined)	0
COCCNc1nc(Oc2ccc(C(N)=O)cc2)c2sccc2n1	0
O=[N+]([O-])c1ccc2cn(C3OC(CO)C(O)C3O)nc2c1 (centres undefined)	-3
Cc1cn([C@H]2C[C@H](O)[C@@H](CNS(=O)(=O)c3ccc(NS(=O)(=O)N(C)C)cc3)O2)c(=O)[nH]c1=O	0
CC(C)COC(=O)N(C)C[C@@H]1OCc2cnnn2CCCC(=O)N([C@H](C)CO)C[C@H]1C	0

Other results:
compound	Wnt bcat act
CC1(C(=O)NS(=O)(=O)c2cccc(C#N)c2)CCN1C(=O)Cc1ccccc1 (centres undefined)	-3
Cc1ccc(OCC(=O)Oc2cccc(C)c2)cc1	-3
CCOc1ccc(S(=O)(=O)N2CCCCC2)cc1NC(=O)C1CCCC1	-7
Cn1cnc2ncnn2c1=S	-4
CCNC(=O)C1(C)CCN(C(=O)c2cc(OC)c(OC)c(OC)c2)C1 (centres undefined)	-3
COc1ccc(CN2C[C@@H](CO)O[C@@H](n3cnc4c(N(C)C)ncnc43)C2)cc1	1
CN(C)c1ccc(C=Cc2ccnc3ccccc23)cc1N	39*
O=CNc1cc(-c2ccc(C(=O)NC3CC3)cc2)cn2c(-c3ccccc3)cnc12	-3

Screening results (PubChem)
